# Compound activity as filed in PubChem BioAssay.
# LDHA inh: inhibitors of human lactate dehydrogenase A; P00338; purified LDHA, NADH/diaphorase-resazurin fluorescence; active compounds read low; activity change, % (values are at about 110 or 230 µM); hit rate 0.15% among 480,000; AID 1347041; in the data active = activity change below about -30%;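 note: plate controls were DMSO wells for no effect and wells without enzyme for full effect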
#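 Human LDH5 at 2 nM final in Tris HCl pH 7.4 with 0.06 mM NADH and 0.2 mM pyruvate, reacted 5 minutes at room temperature. Remaining NADH coupled via diaphorase/resazurin; resorufin fluorescence read at 0 and 20 minutes, normalized to enzyme-free and DMSO wells.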
# * marks the source's active call; other numbers are inactive results. This is a subset; the hit share may differ from the screen's.
mol,LDHA inh
CCNc1c(NC(=O)c2ccc(OC)c(Br)c2)c(=O)oc2ccccc12,3
C/C(=N\NC(=O)CCC(=O)NCc1ccccc1)c1ccc(Cl)cc1,-4
CCCCNC(=O)C1C(c2ccc(OC)cc2)=Nc2ccccc2N1C(=O)c1ccc2ncccc2c1 (configuration not stated),-13
Cc1ccc(OCCCC(=O)Oc2ccc3c(C)cc(=O)oc3c2)cc1,2
COC(=O)c1ccc(COC(=O)c2cc(F)c(F)cc2Cl)cc1,3
CCOC(=O)c1cncc(C#N)c1,-3
Cc1nn(Cc2cccc(C(F)(F)F)c2)c(C)c1NS(=O)(=O)c1c(C)nn(C(F)F)c1C,2
COc1ccc2cc(C(=O)Nc3ccc(N(C)C)c(C)c3)c(C)nc2c1,-4
CCCn1nc(C(=O)N(CC)CC(=O)NC2CCS(=O)(=O)C2)c2ccccc2c1=O (configuration not stated),-6
COc1ccc(OC)c(S(=O)(=O)n2nc(C)c(S(=O)(=O)N(C)c3ccccc3)c2C)c1,7
Cn1c(=O)c2c(nc(N3CCOCC3)n2CC(=O)c2ccc(Cl)cc2)n(C)c1=O,4
CCN1CCN(c2cc(C)c3cc(NC(=O)CCC4CCCC4)ccc3n2)CC1,6
CCc1cc2c(=O)c(Oc3ccc(F)cc3)c(C(F)(F)F)oc2cc1OC(C)=O,12
C=C(C)Cn1c(SCC(=O)OC)nc2c1c(=O)[nH]c(=O)n2C,4
Cc1nc2c(C)cccn2c(=O)c1Cc1nnc(SCC(=O)Nc2ccc(C(C)C)cc2)n1C,0
N#C/C(=C\c1ccc(OC(=O)C2CC2)cc1)C(=O)Nc1cccc(C(F)(F)F)c1,1
CCOc1ccc2ncc(S(=O)(=O)c3ccccc3)c(N3CCCCCC3)c2c1,65
CS(=O)(=O)c1cc(C(=O)NCCc2cccs2)ccc1Cl,-19
COc1ccc(C(=O)c2ccccc2)c(OC(=O)c2ccccc2Sc2ccccc2C#N)c1,5
N#Cc1nc(/C=C/c2ccc(F)cc2)oc1NCCCN1CCOCC1,-7
Cc1nn(-c2ccc(Cl)nn2)c2c1C(c1ccc3nccnc3c1)CC(=O)N2 (configuration not stated),6
Cn1nc(C(=O)OCC(=O)Nc2ccc(OCc3ccccc3)cc2)c2ccccc2c1=O,-3
COc1ccc(-c2ccc3ncnc(NCc4ccc(C)o4)c3c2)cc1OC,1
O=C1NC[C@@H](CCCCN2CCN(CCc3ccc(O)cc3)C(=O)C2=O)N(CC2CCCCC2)C1=O,-10
O=Cc1ccccc1-c1ccccc1C(=O)O,14
CCCC(=O)Oc1ccc2oc(-c3ccc(OC)cc3)cc(=O)c2c1,-2
O=C(CN1CCN(c2cc(-c3nc4ccccc4s3)c3ccccc3n2)CC1)N1CCOCC1,7
COc1ccc2c(C)c(CCC(=O)NCc3ccccc3)c(=O)oc2c1C,3
Cc1cc(Nc2ccc(Cl)c(Cl)c2)nc(-c2ccccc2O)n1,3
COc1ccc2cnn(CC(=O)Nc3cccc(Cl)c3Cl)c(=O)c2c1OC,16
COc1ccc(CNC(=O)C(C)OC(=O)c2ccc3c(c2)NC(=O)CS3)cc1OC (configuration not stated),9
COc1ccc(CNC(=O)c2ccc(CS(=O)c3ccc(C)cc3)o2)cc1OC (configuration not stated),-4
CN(C)C(=O)c1ccc(-c2ccc(Br)cc2)s1,2
CCCC(=O)n1ccn(S(=O)(=O)c2ccc(C)cc2)c1=O,-12
O=C(NCc1ccc(F)cc1)C1CCCN(C(=O)c2ccc3cc[nH]c3c2)C1 (configuration not stated),-1
O=C(NC1CC1)C(Sc1c(Cl)cccc1Cl)c1ccccc1 (configuration not stated),-1
N#Cc1nc(-c2ccco2)oc1N1CCC(C(=O)Nc2ccccc2N2CCCC2=O)CC1,3
COc1ccc(C)cc1CN(C)C(=O)Cc1c[nH]c2ccccc12,7
CC(C)c1ccccc1NC(=O)CSC1=Nc2ccccc2C2CC=NN12 (configuration not stated),11
CCc1ccc(N2C(=O)N(CC(=O)NC(C)CC)c3ccccc3S2(=O)=O)cc1 (configuration not stated),6
C=CCNC(=S)NNC(=O)C1CC1,1
CS(=O)(=O)c1cccc(C(=O)N2CCN(CCc3ccccc3)CC2)c1,-21
O=C(NCCCCc1ccccc1)NCc1ccc(CN2CCCC2)cc1,9
Cn1c(=O)c2c(nc(NCCc3ccc(F)cc3)n2Cc2ccc(Cl)cc2)n(C)c1=O,9
Cc1ccc(NS(=O)(=O)c2cccc(C(=O)O)c2)cc1C,-5
CC(C)C(=O)N/N=C/c1cccs1,8
O=C(c1ccccc1-c1ncc(-c2ccccc2F)o1)N1CCCC1,9
O=C(CC1CCCCC1)Nc1nc(-c2c[nH]c3ccccc23)cs1,6
O=C(CNc1cc(Cl)ccc1N1CCOCC1)Nc1ccccc1C(=O)c1ccccc1,4
CCC(C)NC(=O)C(C)NC(=O)NCc1ccc(C(F)(F)F)cc1 (configuration not stated),4
N#Cc1nc(COc2ccc(Br)cc2)oc1N1CCCCC1,-3
CCN(CC(=O)Nc1c(F)cccc1F)Cc1ncc(-c2ccc(Cl)cc2)o1,-16
COc1ccc(OC)c(-c2cc3ccc(OC)cc3oc2=O)c1,9
O=S(=O)(c1ccc2c(c1)OCCO2)c1nc(-c2ccco2)oc1NCCCn1ccnc1,-10
CNC(=O)C1CCN(CC(=O)N(C)CC(=O)Nc2ccc(Cl)c(C(F)(F)F)c2)CC1,6
O=C1CCC/C(=N/NC(=O)c2cc(-c3ccc(Cl)cc3)nc3ccccc23)C1,9
COc1cccc2cc(-c3cc(=O)oc4ccc(OS(C)(=O)=O)cc34)oc12,11
CCCc1cc(=O)oc2cc(OCC(=O)OC)ccc12,-1
CC(C)CCNC(=O)Nc1c(NC2CCCC2)c2ccccc2oc1=O,-8
CCCCc1c(-c2ccccc2OC)ncn1CCc1cccc(F)c1,5

# Structures from the list above with two or more sulfur atoms (2):
mol,LDHA inh
COc1ccc(OC)c(S(=O)(=O)n2nc(C)c(S(=O)(=O)N(C)c3ccccc3)c2C)c1,7
CS(=O)(=O)c1cc(C(=O)NCCc2cccs2)ccc1Cl,-19

# The listing continues.
mol,LDHA inh
COc1ccc(CC(=O)Nc2c(C(=O)N3CCC(N4CCCCC4)CC3)oc3ccccc23)cc1,-4
Cc1ccc(C(=O)OCC(=O)c2ccc(-c3ccccc3)cc2)s1,7
CC(C)N1CCc2c(C#N)c(NCc3cccnc3)n3cnnc3c2C1,7
O=C(OCc1nc2ccccc2o1)c1cc(F)cc(F)c1,-1
CCC(=O)Nc1cc(C)c(O)c(-c2nc3cc(CC)ccc3o2)c1,-2
Fc1ccc(-c2nnn(Cc3cc4c(cc3Br)OCO4)n2)cc1,5
CC1CCc2c(sc(NC(=O)CN3CCNC(=O)C3)c2C#N)C1 (configuration not stated),0
CCOc1ccc(NC(=O)CCc2ncc(-c3ccccc3F)o2)cc1,-7
Cc1nccn1-c1ccc(NC(=O)[C@H]2O[C@@H](n3ccc(N)nc3=O)[C@H](O)[C@@H]2O)cc1,0
CCn1cnc2c(NCc3cccnc3)nc(C#N)nc21,0
CCOc1ccccc1Oc1c(C)oc2cc(OS(C)(=O)=O)ccc2c1=O,5
CCOC(=O)CN(CC1CC1)C(=O)Cc1ccc(C)s1,1
Cc1ccc(NC(=O)c2oc3ccccc3c2C)cc1,-2
COc1ccc2cc(C(C)C(=O)NC3CC3)ccc2c1 (configuration not stated),4
O=C(c1ccncc1)N1N=C(C(F)(F)F)CC1(O)C(F)(F)F (configuration not stated),-12
Clc1ccccc1CSc1nnc2c3ccccc3n(CCc3ccccc3)c2n1,-3
CCOC(=O)NC(CNC(=O)c1ccc(C)cc1)CC(C)C (configuration not stated),4
O=C(c1cc(C2CC2)nn1-c1ccccc1)N1CCN(Cc2ccncc2)CC1,-10
CC(=O)N1CCc2cc(C(=O)C(C)n3nnc(-c4ccccc4)n3)ccc21 (configuration not stated),19
CC(C)(C)c1ccc(C(=O)NCCCCCCNC(=O)c2ccc(C(C)(C)C)cc2)cc1,4
N#Cc1cccc(/C=C/C(=O)NCCc2cccs2)c1,-1
CCC(C)c1ccccc1NC(=O)Cn1nc(C(=O)O)c2ccccc2c1=O (configuration not stated),1
COC(=O)c1c(C)[nH]c(C(=O)C(C)OC(=O)c2ccc(O)cc2)c1C (configuration not stated),11
CC1CCCCN1C(=O)CN1CCC(c2cc3ccccc3[nH]2)CC1 (configuration not stated),-13
CC(C)c1ccc(C(=O)Nc2cc(C(F)(F)F)ccc2Cl)cc1,8
COCCNc1oc(COc2ccccc2C)nc1C#N,-9
N#Cc1nc(-c2ccc(S(=O)(=O)N3CCOCC3)cc2)oc1NCCCn1ccnc1,0
CC1(C(=O)NCc2ccccc2)Cn2nc(-c3ccccc3)cc2C(=O)N1Cc1ccco1 (configuration not stated),3
CC(C)NC(=S)N/N=C1\CCc2ccccc21,-1
O=c1[nH][nH]c2c1[C@H](CCc1cccc(Cl)c1)O[C@H](CCc1ccccc1)C2,-2

# Molecules above that have a CF3 group (7):
mol,LDHA inh
Cc1nn(Cc2cccc(C(F)(F)F)c2)c(C)c1NS(=O)(=O)c1c(C)nn(C(F)F)c1C,2
CCc1cc2c(=O)c(Oc3ccc(F)cc3)c(C(F)(F)F)oc2cc1OC(C)=O,12
N#C/C(=C\c1ccc(OC(=O)C2CC2)cc1)C(=O)Nc1cccc(C(F)(F)F)c1,1
CCC(C)NC(=O)C(C)NC(=O)NCc1ccc(C(F)(F)F)cc1 (configuration not stated),4
CNC(=O)C1CCN(CC(=O)N(C)CC(=O)Nc2ccc(Cl)c(C(F)(F)F)c2)CC1,6
O=C(c1ccncc1)N1N=C(C(F)(F)F)CC1(O)C(F)(F)F (configuration not stated),-12
CC(C)c1ccc(C(=O)Nc2cc(C(F)(F)F)ccc2Cl)cc1,8

# Next entries follow.
mol,LDHA inh
O=C(Nc1cc(Cl)ccc1Cl)C1=C(c2ccccc2)S(=O)(=O)CCO1,-2
COc1ccc(S(=O)(=O)Nc2ccc(Nc3nc(C)cc(N(C)C)n3)cc2)cc1C,1
Cc1ccc(-c2cc(Nc3ccc(C(=O)N(C)Cc4ccccc4)cc3)ncn2)cc1,-1
N#Cc1cccc(NC(=O)CCc2ncc(-c3ccc(Cl)cc3)o2)c1,2
O=C(O)CN(Cc1ccc(Br)cc1)S(=O)(=O)c1ccc(Cl)cc1,5
Fc1ccc(-c2ccc(CNCC3CCNCC3)o2)cc1,-24
Cc1ccc(SCCNC(=O)CC2C=CCC2)cc1C (configuration not stated),-1
Cc1ccc(CN(C)C(=O)CS(=O)(=O)Cc2nc(-c3ccccc3)oc2C)cc1,4
CC(C)(C)c1ccc(CCC2OCC(CN3CCCC3)O2)cc1 (configuration not stated),5
COC(=O)[C@@]1(Sc2ccc(C)cc2)CC(=O)N(c2cccc(SC)c2)[C@@H]1c1ccccc1,-1
COc1ccc(OC)c(NC(=O)c2nc3ccccc3nc2N2CCOCC2)c1,-19
Cc1nn(-c2ccccc2)c(C)c1CN(C)C(=O)CNC(=O)c1ccc(Oc2ccccc2)cc1,7
CCOC(=O)c1c(S(=O)(=O)Nc2cc(Cl)c(OC)cc2OC)c(C)n(C)c1C,3
CCN(C(=O)c1ccc(F)cc1I)C1CC1,-10
O=C(COc1cc(Cl)ccc1Cl)Nc1ccc(-n2cnnn2)cc1,-3
CCCCCCc1ccc(-c2ccc(/C=C/C(=O)O)cc2)nc1,0
COc1ccc2nc(SC3CC(=O)N(c4cccc5ccccc45)C3=O)nc(C)c2c1 (configuration not stated),13
O=C(CCC1CCCO1)NC1CCCCNC1=O (configuration not stated),7
O=C1c2ccccc2NC(c2cnn(-c3ccccc3)n2)N1c1ccc2c(c1)OCO2 (configuration not stated),8
COc1ccc(C)cc1-n1nnnc1SCC(=O)Nc1ccc(N2CCCC2=O)cc1,13
Cn1c(=O)c2c(ncn2CCC(=O)Nc2ccccc2Cl)n(C)c1=O,-3
CCOC(=O)c1oc2cc(OC)ccc2c(=O)c1-c1ccc(Br)cc1,-14
Cc1nc2sc(C#N)c(N)c2c(C)c1Cl,0
Cc1ccccc1OCC(=O)Nc1nonc1-c1ccccc1,9
O=C(CSc1c2c(nc3ccc(Cl)cc13)CCCC2)NCc1cccs1,1
COc1ccc(Nc2nc(-c3ccc(CNC(C)=O)s3)cs2)cc1,0
CCCCCCCCCCCCS(=O)CC(Cl)CCl (configuration not stated),-7
COc1ccccc1C(=O)COC(=O)C1(c2ccc(F)cc2)CCCC1,2
CCOc1ccc(-c2cc(C(=O)Oc3ccc(F)cc3)no2)cc1,5
O=C(COc1ccc(F)cc1)Nc1ccc2oc(-c3ccccc3F)nc2c1,0
O=[N+]([O-])c1ccc2nc(C(F)(F)F)[nH]c2c1,-1
CC(=O)c1c(-c2ccc(Cl)cc2)nc2n(CCN3CCOCC3)c3ccccc3n12,1
CN(C)S(=O)(=O)c1ccc(NC(=O)CN2CCN(c3ccc(O)cc3)CC2)cc1,66
COC(=O)c1sc(NC(=O)CN2CCc3ccccc32)c(C(=O)OC)c1C,-3
Cc1nn(C)cc1S(=O)(=O)Nc1ccn(Cc2c(Cl)cccc2Cl)n1,5
O=C(/C=C/c1ccc(Cl)cc1)OC1CCCCC1=O (configuration not stated),-1

# Reprinted at random: two compounds from above, in no set order.
mol,LDHA inh
COC(=O)c1sc(NC(=O)CN2CCc3ccccc32)c(C(=O)OC)c1C,-3
CC(=O)c1c(-c2ccc(Cl)cc2)nc2n(CCN3CCOCC3)c3ccccc3n12,1
